DT40 TDP1 no CPT: qHTS for Inhibitors of human tyrosyl-DNA phosphodiesterase 1 (TDP1): qHTS in cells in absence of CPT; DT40 Tdp1-/- hTDP1 cells, no CPT, ATP luminescence, 48 h; Potency, µM (top dose mostly 46.2 µM), inactives show at the top dose activity change, negative = growth inhibition, actives largely listed as inhibitors; actives 15% (n = 420,000); note: nearly all actives have a fitted effect of over 55% in size
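Growth of hTDP1-complemented DT40 Tdp1-knockout cells is measured by ATP luminescence after at least 48 hr compound exposure at 37 °C, with DMSO substituting for the 20 nM CPT used in the parallel screen.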
DT40 TDP1 CPT: growth inhibition of DT40 Tdp1-/-;hTDP1 cells with camptothecin (screen for TDP1 inhibitors); AID 686979; Potency, µM (doses to about 46.2 µM), for the others: at the highest dose activity change, negative = growth inhibition, usual class: inhibitors; actives 12% (n = 420,000); chicken DT40 Tdp1-/-;hTDP1 cells + 20 nM CPT, ATP luminescence, 48 h; note: nearly all actives have a fitted effect of over 55% in size
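Chicken DT40 Tdp1-/- cells stably complemented with human TDP1 were seeded at 400 cells/well in medium containing 20 nM camptothecin, exposed to pin-transferred compounds, and grown at 37 °C for at least 48 hr. Viability was read as ATP luminescence.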
TDP1 inh: blocks human tyrosyl-DNA phosphodiesterase 1 | recombinant TDP1, AlphaScreen DNA substrate cleavage | Potency, µM (titrated, usually from 130 µM), without a hit: top-dose activity change, negative = inhibition, actives largely listed as inhibitors | actives 0.28% (n = 350,000) | AID 485290; note: nearly all actives have a fitted effect of over 40% in size
Target sequence (Q9NUW8 whole entry, looked up): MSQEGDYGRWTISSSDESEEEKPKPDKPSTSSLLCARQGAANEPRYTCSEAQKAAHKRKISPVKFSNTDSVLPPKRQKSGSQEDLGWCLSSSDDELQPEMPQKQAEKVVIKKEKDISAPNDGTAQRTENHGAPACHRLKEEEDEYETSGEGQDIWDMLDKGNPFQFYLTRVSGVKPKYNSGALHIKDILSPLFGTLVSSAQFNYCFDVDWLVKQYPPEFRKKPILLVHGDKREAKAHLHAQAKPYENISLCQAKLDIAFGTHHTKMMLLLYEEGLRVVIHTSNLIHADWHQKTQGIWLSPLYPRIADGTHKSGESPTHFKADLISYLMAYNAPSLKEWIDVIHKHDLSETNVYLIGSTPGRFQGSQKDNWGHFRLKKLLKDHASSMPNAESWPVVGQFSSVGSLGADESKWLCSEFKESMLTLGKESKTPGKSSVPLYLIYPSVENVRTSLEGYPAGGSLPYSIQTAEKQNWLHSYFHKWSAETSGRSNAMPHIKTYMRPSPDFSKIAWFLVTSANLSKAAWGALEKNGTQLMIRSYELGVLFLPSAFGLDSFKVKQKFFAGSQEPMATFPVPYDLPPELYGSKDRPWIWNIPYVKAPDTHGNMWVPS
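Here, a 5' biotin and 3' phosphotyrosine-FITC DNA oligonucleotide reports Tdp1 activity: intact substrate bridges AlphaScreen beads, while cleavage leaves a 3' phosphate and drops signal. All incubations at room temperature.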
* = called active by the depositor; & = joins results of further samples; [ ] = dose if it differs, or a comment. Calls come from the whole dose curve; as a rule, active = well fitted curve in the direction sought with a large enough effect; inconclusive = small, poorly fitted or top-dose-only effect, or another doubt; inactive = no such curve, though single readings can be large; an effect the other way counts as inactive or inconclusive. % is set by controls: 0 for no effect and ±100 for the full control effect; potency is the fitted concentration of half-maximal effect.

For CN1CCN(C(=O)c2cnn(-c3ccccc3)c2NC(=O)c2ccccc2Cl)CC1 the results were DT40 TDP1 no CPT 2%, DT40 TDP1 CPT -7% and TDP1 inh 1%.
CO/N=C\c1cc(C(=O)c2ccc(Cl)cc2Cl)cn1C was read as DT40 TDP1 no CPT inconclusive, DT40 TDP1 CPT -19% and TDP1 inh 6%.
For CCC[C@@H](CN1CCC[C@H]1CN1C(N)=NC[C@@H]1Cc1ccccc1)N1C[C@@H](Cc2ccccc2)N(CCc2ccc(Cl)c(Cl)c2)C1=N the results were DT40 TDP1 no CPT inconclusive, DT40 TDP1 CPT inconclusive and TDP1 inh 3%.
For Cc1cccc(N2CCN(c3ncnc4c3nc3n4CCCCC3)CC2)c1C the results were DT40 TDP1 no CPT inconclusive, DT40 TDP1 CPT 26µM* and TDP1 inh 5%.
For S=C(Nc1ccccc1)Nc1ccc(OCc2ccc(Cl)cc2Cl)cc1 the results were DT40 TDP1 no CPT inconclusive, DT40 TDP1 CPT 18µM* and TDP1 inh 6%.
COC(=O)CC1NCCc2cc(OC)c(OC)cc21 (stereo not given) was read as DT40 TDP1 no CPT -2%, DT40 TDP1 CPT -14% and TDP1 inh 2%.
For O=C(CCN1CCCCO1)N1CCCC(Nc2ccc(F)cc2)C1 (stereo not given) the results were DT40 TDP1 no CPT -4%, DT40 TDP1 CPT 11% and TDP1 inh 2%[56.1 µM].
`CC(C)N(CCO)Cc1nc(N2CCOCC2)c2cc(Cl)ccc2n1` gave DT40 TDP1 no CPT 21µM* and DT40 TDP1 CPT inconclusive.
For O=S(=O)(c1ccc(NC(=S)N/N=C/c2ccc(N3CCOCC3)cc2)cc1)N1CCOCC1 the results were DT40 TDP1 no CPT 3.7µM*, DT40 TDP1 CPT 4.1µM* and TDP1 inh 7%.
`Cc1cccc(CNC(=O)CSCc2cnn(-c3ccccc3)c2-n2cccc2)c1` gave DT40 TDP1 no CPT inconclusive, DT40 TDP1 CPT inconclusive and TDP1 inh 8%.
For CCN(CC)CCNC(=O)c1cc(Br)c(N)cc1OC the results were DT40 TDP1 no CPT -18%&-22%, DT40 TDP1 CPT -7%&10% and TDP1 inh 10%[56.1 µM].
For CNc1oc(-c2ccccc2)nc1S(=O)(=O)c1ccc(C)cc1 the results were DT40 TDP1 no CPT -28%, DT40 TDP1 CPT -26% and TDP1 inh 5%.
`Cc1ccc(-n2c(C)cc(C(=O)CSc3nnnn3C)c2C)cc1` gave DT40 TDP1 no CPT 21µM*, DT40 TDP1 CPT 18µM* and TDP1 inh 8%.
For O=S(=O)(c1cccs1)N1CCN(c2ncccn2)CC1 the results were DT40 TDP1 no CPT -26%, DT40 TDP1 CPT -11% and TDP1 inh 2%[56.1 µM].
CCOc1ccc(S(=O)(=O)N(C)CC(=O)NCCN2CCOCC2)cc1 was read as DT40 TDP1 no CPT -22% and DT40 TDP1 CPT -16%.
Screening O=C(NCc1ccc(Cl)cc1)c1ccc2c(c1)NC(=O)C(CS(=O)(=O)Cc1ccccc1Cl)N2 (stereo not given) returned DT40 TDP1 no CPT inconclusive, DT40 TDP1 CPT inconclusive and TDP1 inh -3%.
`CC(C)(C)SC(C(=O)N1CCOCC1)c1ccc(Br)cc1` (stereo not given) gave DT40 TDP1 no CPT inconclusive, DT40 TDP1 CPT 4% and TDP1 inh 14%.
Screening O=c1c(-c2ccc3c(c2)OCCO3)coc2c(CN3CCOCC3)c(O)ccc12 returned DT40 TDP1 no CPT inconclusive, DT40 TDP1 CPT -22% and TDP1 inh 6%.
Screening COc1ccc(NC(=O)CCCc2nc3ccccc3c(=O)[nH]2)cc1Cl returned DT40 TDP1 no CPT inconclusive, DT40 TDP1 CPT inconclusive and TDP1 inh -3%.
Screening O=C(CCNC(=O)c1ccc(Cl)cc1)Nc1ccccc1Cl returned DT40 TDP1 no CPT 6% and DT40 TDP1 CPT -1%.

Molecules listed so far that contain two or more sulfur atoms, in the order listed:
For O=S(=O)(c1ccc(NC(=S)N/N=C/c2ccc(N3CCOCC3)cc2)cc1)N1CCOCC1 the results were DT40 TDP1 no CPT 3.7µM*, DT40 TDP1 CPT 4.1µM* and TDP1 inh 7%.
For O=S(=O)(c1cccs1)N1CCN(c2ncccn2)CC1 the results were DT40 TDP1 no CPT -26%, DT40 TDP1 CPT -11% and TDP1 inh 2%[56.1 µM].

(listing goes on)
CN(C)CCCNS(=O)(=O)c1ccc(Cl)s1 was read as DT40 TDP1 no CPT -15%, DT40 TDP1 CPT 15% and TDP1 inh 2%.
For CC(C)C[C@H]1CN([C@@H](CC(C)C)CN2CCC[C@H]2CN2C(=O)C(=O)NC[C@@H]2Cc2ccc(O)cc2)C(=O)C(=O)N1CC1CCCCCC1 the results were DT40 TDP1 no CPT inconclusive and DT40 TDP1 CPT inconclusive.
Cc1ccccc1OCC(=O)NC(=S)Nc1ccc2c3c(cccc13)CC2 was read as DT40 TDP1 no CPT 18µM*, DT40 TDP1 CPT 18µM* and TDP1 inh 0%.
For COc1ccc(/C=C/C(=O)c2ccccn2)cc1 the results were DT40 TDP1 no CPT inconclusive, DT40 TDP1 CPT 21µM* and TDP1 inh 9%.
`O=C(Nc1ccc(S(=O)(=O)Nc2ncccn2)cc1)C1CC(=O)N(c2ccccc2)C1` (stereo not given) gave DT40 TDP1 no CPT 6%, DT40 TDP1 CPT 9% and TDP1 inh 0%.
For CCOC(=O)C(C)Sc1ccc2nnc(-c3ccc(OCC)cc3)n2n1 (stereo not given) the results were DT40 TDP1 no CPT -89%, DT40 TDP1 CPT 10µM* and TDP1 inh 2%.
Cc1ccn2c(=O)nc(SCC(=O)c3ccccc3)nc2c1 was read as DT40 TDP1 no CPT inconclusive and DT40 TDP1 CPT -23%.
For Cc1ccc(S(=O)(=O)N2CCN(C(C(=O)Nc3ccc(F)cc3)c3ccccc3)CC2)cc1 (stereo not given) the results were DT40 TDP1 no CPT inconclusive, DT40 TDP1 CPT -19% and TDP1 inh 3%.
For Nc1ccc2[nH]ncc2c1 the results were DT40 TDP1 no CPT 21µM*, DT40 TDP1 CPT 18µM* and TDP1 inh 4%.
`COc1cc(OC)cc(C(=O)c2c(C)c(C#N)c3ccccn23)c1` gave DT40 TDP1 no CPT 2.3µM* and DT40 TDP1 CPT 2.3µM*.

A section of the results above:
For Nc1ccc2[nH]ncc2c1 the results were DT40 TDP1 no CPT 21µM*, DT40 TDP1 CPT 18µM* and TDP1 inh 4%.
`COc1cc(OC)cc(C(=O)c2c(C)c(C#N)c3ccccn23)c1` gave DT40 TDP1 no CPT 2.3µM* and DT40 TDP1 CPT 2.3µM*.

Next section
CCCSc1nnc(N2C(=O)CC(c3ccsc3)C3=C2CCCC3=O)s1 (stereo not given) was read as DT40 TDP1 no CPT -4%, DT40 TDP1 CPT 5% and TDP1 inh 8%.
COC(=O)[C@]12CCCCC=C1N(Cc1ccco1)C(=O)[C@H](CC(=O)NCc1cccs1)C2 was read as DT40 TDP1 no CPT 23µM* and DT40 TDP1 CPT inconclusive.
Screening C=CCSc1cc(C)nc2c(-c3ccccc3)cnn12 returned DT40 TDP1 no CPT inconclusive, DT40 TDP1 CPT inconclusive and TDP1 inh 11%.
CCn1ncc(C2=NOC(C(=O)NCc3ccccc3)C2)c1C (stereo not given) was read as DT40 TDP1 no CPT 1.6µM*, DT40 TDP1 CPT 1.2µM* and TDP1 inh 4%.
O=C(CCSc1nnc(-c2ccco2)o1)Nc1ccc(F)cc1 was read as DT40 TDP1 no CPT 14%, DT40 TDP1 CPT 10% and TDP1 inh 6%.
Cc1cc(OCC(=O)OC(C)C(=O)Nc2ccc(N3CCOCC3)cc2)ccc1Cl (stereo not given) was read as DT40 TDP1 no CPT 17%, DT40 TDP1 CPT -6% and TDP1 inh 2%[56.1 µM].
Screening Cc1cccc(C(=O)OC(C)CN2C(C)CCCC2C)c1 (stereo not given) returned DT40 TDP1 no CPT -1% and DT40 TDP1 CPT 35%[activator].
`CCCCc1ccc(NC(=S)N2CCN(C)CC2)cc1` gave DT40 TDP1 no CPT inconclusive, DT40 TDP1 CPT -8% and TDP1 inh 4%.
For O=C(Nc1ccc(OC(F)(F)F)cc1)c1n[nH]c(Cn2cncn2)n1 the results were DT40 TDP1 no CPT -5%, DT40 TDP1 CPT -10% and TDP1 inh 2%.
For O=C(O)c1ccccc1C(=O)c1cccc2c(F)cccc12 the results were DT40 TDP1 no CPT 3% and DT40 TDP1 CPT -27%.
Screening CCOC(=O)N1CCN(C2=NC3(CCCCC3)C(C#N)C(=O)N2)CC1 (stereo not given) returned DT40 TDP1 no CPT -13%, DT40 TDP1 CPT 12% and TDP1 inh 2%.
`CCC(C)c1ccc(O)c(/C=N/O)c1` (stereo not given) gave DT40 TDP1 no CPT 17%, DT40 TDP1 CPT 2% and TDP1 inh 5%.
Screening O=C(Nc1ccccc1C(=O)OCn1nnc2ccccc2c1=O)c1ccco1 returned DT40 TDP1 no CPT -26%, DT40 TDP1 CPT -17% and TDP1 inh 4%.
COCCNC(=O)NC12CC3CC(CC(C3)C1)C2 was read as DT40 TDP1 no CPT -5%, DT40 TDP1 CPT -13% and TDP1 inh 0%.
`Cc1ccc2c(C)nc(/N=C(\N)NC(=O)N3c4ccccc4Sc4ccccc43)nc2c1` gave DT40 TDP1 no CPT 21µM*, DT40 TDP1 CPT inconclusive and TDP1 inh -3%.
COc1ccc(Cl)cc1NC(=O)CN(C)C(=O)CCNC(=O)c1ccccc1OC was read as DT40 TDP1 no CPT inconclusive, DT40 TDP1 CPT -27% and TDP1 inh 3%.
`COCC(=O)N1CCC(Oc2ccc(C(=O)NCCCn3cccn3)cc2)CC1` gave DT40 TDP1 no CPT inconclusive, DT40 TDP1 CPT -4% and TDP1 inh 5%.
For Cc1ccc(CNC(=O)COC(=O)c2c(C)noc2C)cc1 the results were DT40 TDP1 no CPT -1%, DT40 TDP1 CPT -2% and TDP1 inh 3%.
Screening Cc1cc(C2=CC(=O)C[C@H](c3ccc4c(c3)OCO4)C2)ccc1F returned DT40 TDP1 no CPT -28%, DT40 TDP1 CPT -18% and TDP1 inh 0%.
Screening Cc1[nH]c2ccccc2c1CCNS(=O)(=O)c1ccc(S(N)(=O)=O)cc1 returned DT40 TDP1 no CPT -18% and DT40 TDP1 CPT -8%.
`COc1ccccc1C(=O)NNC(=O)c1cccc(Br)c1` gave DT40 TDP1 no CPT -1% and DT40 TDP1 CPT -3%.
Screening COc1cc(-c2noc(CCC(=O)NC3CCCCC3)n2)cc(OC)c1OC returned DT40 TDP1 no CPT 0% and DT40 TDP1 CPT -14%.
For Cc1c(C#N)c2ncn(CC#N)c(=O)c2n1-c1ccccc1 the results were DT40 TDP1 no CPT -2%, DT40 TDP1 CPT 2% and TDP1 inh 2%.
`Clc1ccccc1OCCN1CCCCC1` gave DT40 TDP1 no CPT -10%, DT40 TDP1 CPT -12% and TDP1 inh -3%.
Cc1ccc(-n2nnnc2SCC(=O)NCCC2=CCCCC2)c(C)c1 was read as DT40 TDP1 no CPT inconclusive, DT40 TDP1 CPT -11% and TDP1 inh 1%.
`CCCN(CCC)CCCNC(=O)c1cn(C)c2ccc(S(=O)(=O)N3CCOCC3)cc2c1=O` gave DT40 TDP1 no CPT -2%, DT40 TDP1 CPT 8% and TDP1 inh 0%.
CC(C)(C)c1cc(C(=O)NNc2cccc(Cl)c2)n(Cc2ccccc2)n1 was read as DT40 TDP1 no CPT inconclusive, DT40 TDP1 CPT inconclusive and TDP1 inh 5%.
CCc1ccc(-n2nc(C)c3c(C)cc(=O)n(CC(=O)Nc4ccccc4C(=O)OC)c32)cc1 was read as DT40 TDP1 no CPT -4%, DT40 TDP1 CPT -15% and TDP1 inh 2%.
Cc1ccc2[nH]c(=O)c(C(c3nnnn3CC3CCCO3)N3CCCc4ccccc43)cc2c1 (stereo not given) was read as DT40 TDP1 no CPT inconclusive, DT40 TDP1 CPT inconclusive and TDP1 inh 9%.
`CC1CCCCC1NC(=O)CCn1ccc2cc(S(=O)(=O)N3CCCC3)ccc21` (stereo not given) gave DT40 TDP1 no CPT -23%, DT40 TDP1 CPT inconclusive and TDP1 inh 2%.
`Cn1c(SCC(=O)NC2CCCC2)nc2cccnc21` gave DT40 TDP1 no CPT -17%, DT40 TDP1 CPT -9% and TDP1 inh 6%.

In the list so far, two contain a tert-butyl group:
`CC(C)(C)SC(C(=O)N1CCOCC1)c1ccc(Br)cc1` (stereo not given) gave DT40 TDP1 no CPT inconclusive, DT40 TDP1 CPT 4% and TDP1 inh 14%.
CC(C)(C)c1cc(C(=O)NNc2cccc(Cl)c2)n(Cc2ccccc2)n1 was read as DT40 TDP1 no CPT inconclusive, DT40 TDP1 CPT inconclusive and TDP1 inh 5%.

Compound activity as filed in PubChem BioAssay.
